T cruzi intra: inhibitors of intracellular Trypanosoma cruzi; AID 651903; activity score (inhibition), % at 5.01 µM; hit rate 4.9% among 22,000; intracellular Trypanosoma cruzi in host cells, plate reader; in the data active = activity score above about 55%;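 note: parasites and compound incubated about four days before reading; 0% = median of neutral control wells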
INS-1E ATP HTS: INS-1E beta cell protection from cytokine death | INS-1E cytokine-induced death, ATP luminescence, 48 h; normalised: neutral wells 0, positive control 100 | protection from cytokine-induced ATP loss, % at 10 µM | hit rate 0.1% among 20,000;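 active = mean replicate protection from cytokine-induced ATP loss at least 50% and at least 75% of replicates each reaching 50%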
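Material: INS-1E rat cells; Quantity: 8000 cells/well; Buffer or medium: phenol-red-free RPMI with 5% fetal bovine serum; Probe or stimulus: cytokine cocktail of IFN-γ, TNF-α and IL-1β; Compound dosing: single test concentration per compound, delivered by pin transfer; Incubation: 48 h co-treatment, 10 min post-lysis read; Signal: CellTiter-Glo luminescence.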
The depositor's hits bear a star; / = not tested or not shown.

Every second line gives: T cruzi intra, INS-1E ATP HTS
C[C@H]1CN([C@@H](C)CO)C(=O)c2cc(NC(=O)Nc3ccccc3)ccc2O[C@H]1CN(C)Cc1ccc(C(=O)O)cc1
    -0.3, 25.7
C[C@H]1CN([C@@H](C)CO)C(=O)c2cc(NC(=O)CCC(F)(F)F)ccc2O[C@@H]1CN(C)Cc1ccc(-c2ccccc2)cc1
    7.3, -11.7
C[C@H](CO)N1C[C@H](C)[C@@H](CN(C)C(=O)Nc2cccc(Oc3ccccn3)c2)OCc2cn(nn2)CCCC1=O
    -35.7, /
CC(C)NC(=O)Nc1ccc2c(c1)CC(=O)N([C@@H](C)CO)C[C@H](C)[C@@H](CN(C)C(=O)Nc1ccccc1)O2
    -11.5, 4.5
C[C@H]1CN([C@@H](C)CO)C(=O)c2cc(NS(=O)(=O)c3cn(C)cn3)ccc2O[C@@H]1CN(C)C(=O)Nc1ccc(C(F)(F)F)cc1
    -30.9, 8.1
C[C@H](CO)N1C[C@H](C)[C@@H](CN(C)Cc2ccccc2)Oc2c(NS(=O)(=O)c3ccc(F)cc3)cccc2C1=O
    -4.8, -0.2
CNC[C@@H]1Oc2ccc(NC(=O)Nc3ccccc3)cc2CC(=O)N([C@H](C)CO)C[C@@H]1C
    -23.6, -0.3
C[C@H](CO)N1C[C@H](C)[C@H](CN(C)C)OCc2cnnn2CCCC1=O
    -4.5, /
C[C@H]1CN([C@@H](C)CO)C(=O)CCCn2nncc2CO[C@H]1CN(C)S(=O)(=O)c1ccc(Cl)cc1
    -18.5, /
C[C@@H]1CN([C@@H](C)CO)C(=O)c2cc(NS(=O)(=O)c3cn(C)cn3)ccc2O[C@H]1CN(C)Cc1ccc2c(c1)OCO2
    -4.6, 0.3
C[C@H](CO)N1C[C@H](C)[C@@H](CN(C)S(C)(=O)=O)Oc2ccc(NC(=O)Nc3ccc(F)cc3)cc2C1=O
    -5.0, 0.0
C[C@H](CO)N1C[C@H](C)[C@H](CN(C)Cc2ccc(-c3ccccc3)cc2)Oc2c(NC(=O)Nc3ccccc3)cccc2C1=O
    -2.6, -30.2
COc1ccc(S(=O)(=O)N(C)C[C@H]2Oc3ccc(NC(=O)CCN4CCOCC4)cc3CC(=O)N([C@@H](C)CO)C[C@@H]2C)cc1
    -11.9, 11.0
Cc1noc(C)c1NC(=O)Nc1ccc2c(c1)C(=O)N([C@@H](C)CO)C[C@@H](C)[C@@H](CN(C)C(=O)Nc1ccc(F)cc1)O2
    -10.8, 10.1
C[C@@H]1CN([C@H](C)CO)C(=O)c2cc(NC(=O)Nc3ccc(C(F)(F)F)cc3)ccc2O[C@H]1CN(C)Cc1ccc(-c2ccccc2)cc1
    85.9*, -67.8
C[C@H](CO)N1C[C@H](C)[C@@H](CN(C)C(=O)Nc2ccc(F)cc2)Oc2ccc(NC(=O)Cc3ccccc3)cc2C1=O
    -7.9, -0.2
C[C@H](CO)N1C[C@H](C)[C@H](CN(C)Cc2ccc3c(c2)OCO3)Oc2ccc(NC(=O)Cc3cn(C)c4ccccc34)cc2CC1=O
    20.5, 4.0
C[C@@H]1CN([C@H](C)CO)C(=O)c2cc(NC(=O)Nc3ccc(C(F)(F)F)cc3)ccc2O[C@@H]1CN(C)S(=O)(=O)c1cccs1
    40.2, 2.3
C[C@H](CO)N1C[C@H](C)[C@H](CN(C)Cc2ccc(C(=O)O)cc2)Oc2c(NC(=O)NC3CCCCC3)cccc2C1=O
    -11.5, 6.3
C[C@H]1CN([C@@H](C)CO)C(=O)c2cccc(NC(=O)Nc3cccc4ccccc34)c2O[C@H]1CN(C)Cc1ccncc1
    -3.8, 3.6

A draw from above in order of formula weight, smallest number first.
Every second line gives: T cruzi intra, INS-1E ATP HTS
C[C@H]1CN([C@@H](C)CO)C(=O)CCCn2nncc2CO[C@H]1CN(C)S(=O)(=O)c1ccc(Cl)cc1
    -18.5, /
C[C@H](CO)N1C[C@H](C)[C@@H](CN(C)Cc2ccccc2)Oc2c(NS(=O)(=O)c3ccc(F)cc3)cccc2C1=O
    -4.8, -0.2
C[C@H](CO)N1C[C@H](C)[C@H](CN(C)Cc2ccc(-c3ccccc3)cc2)Oc2c(NC(=O)Nc3ccccc3)cccc2C1=O
    -2.6, -30.2

Further compounds.
Every second line gives: T cruzi intra, INS-1E ATP HTS
COc1ccc(NC(=O)N(C)C[C@H]2Oc3c(NS(=O)(=O)c4ccc(F)cc4)cccc3C(=O)N([C@@H](C)CO)C[C@H]2C)cc1
    64.2*, 0.9
C[C@@H]1CCCCO[C@@H](CN(C)C(=O)Nc2ccc(F)cc2)[C@@H](C)CN([C@H](C)CO)C(=O)c2cc(NS(C)(=O)=O)ccc2O1
    -2.9, 9.7
C=C(C)[C@@H]1CC=C(/C=N/NC(=O)c2ccc(C(=O)NO)cc2)CC1
    -5.8, 17.3
CNC[C@@H]1Oc2ccc(NC(=O)NC3CCCCC3)cc2CC(=O)N([C@@H](C)CO)C[C@@H]1C
    /, 7.2
COc1ccc(S(=O)(=O)N(C)C[C@@H]2Oc3ccc(NS(C)(=O)=O)cc3C(=O)N([C@@H](C)CO)C[C@@H]2C)cc1
    1.0, -2.5
COc1ccc(S(=O)(=O)Nc2ccc3c(c2)C(=O)N([C@H](C)CO)C[C@H](C)[C@@H](CN(C)C(=O)Nc2ccccc2)O3)cc1
    4.2, 5.7
C[C@H]1CN([C@@H](C)CO)C(=O)Cc2cc(NC(=O)Nc3ccc(F)cc3)ccc2O[C@H]1CN(C)C(=O)NC1CCCCC1
    -7.8, 3.1
C[C@H]1CN([C@@H](C)CO)C(=O)c2cccc(NC(=O)C3CCCCC3)c2O[C@H]1CN(C)S(=O)(=O)c1ccccc1
    -23.4, -3.6
C[C@@H]1CN([C@H](C)CO)C(=O)c2cccc(NC(=O)NC3CCCCC3)c2O[C@H]1CN(C)S(=O)(=O)c1cccs1
    14.4, 9.2
C[C@H](CO)N1C[C@H](C)[C@H](CN(C)Cc2ccc(-c3ccccc3)cc2)Oc2c(NS(=O)(=O)c3ccc(Cl)cc3)cccc2C1=O
    11.2, -18.2
C[C@@H]1CN([C@@H](C)CO)C(=O)c2cccc(NC(=O)Nc3ccccc3)c2O[C@@H]1CN(C)Cc1ccc(C(=O)Nc2ccccc2N)cc1
    66.4*, 46.0
C[C@H]1CN([C@@H](C)CO)C(=O)Cc2cc(NC(=O)CCN3CCOCC3)ccc2O[C@@H]1CN(C)S(=O)(=O)c1ccc(F)cc1
    9.7, 3.0
CNC[C@H]1OCCCC[C@@H](C)Oc2ccc(NS(=O)(=O)c3cccs3)cc2C(=O)N([C@H](C)CO)C[C@@H]1C
    -2.1, -2.0
CC(C)NC(=O)Nc1ccc2c(c1)CC(=O)N([C@@H](C)CO)C[C@H](C)[C@H](CN(C)S(=O)(=O)c1ccc(Cl)cc1)O2
    4.4, 9.1
C=C(C)[C@@H]1CC=C(/C=N/NC(=O)CCCCC(=O)NO)CC1
    26.7, 2.9
C[C@H]1CN([C@@H](C)CO)C(=O)c2cc(NS(=O)(=O)c3ccc(Cl)cc3)ccc2O[C@@H]1CN(C)S(=O)(=O)c1ccc(Cl)cc1
    13.9, -9.9
C[C@@H]1CN([C@H](C)CO)C(=O)c2cccc(NC(=O)Nc3ccc(C(F)(F)F)cc3)c2O[C@@H]1CN(C)C(=O)Nc1ccccc1
    -15.5, -47.4
C[C@H](CO)N1C[C@H](C)[C@H](CN(C)Cc2ccc(C(F)(F)F)cc2)Oc2ccc(NC(=O)C3CCCCC3)cc2CC1=O
    30.2, 9.9
C[C@@H]1CN([C@@H](C)CO)C(=O)Cc2cc(NC(=O)Nc3ccc(C(F)(F)F)cc3)ccc2O[C@@H]1CN(C)Cc1ccc(C(F)(F)F)cc1
    64.3*, -18.8
C[C@@H]1CN([C@@H](C)CO)C(=O)c2cc(NS(=O)(=O)c3cccs3)ccc2O[C@H]1CN(C)Cc1ccccc1
    39.0, -2.7
C[C@@H]1CN([C@@H](C)CO)C(=O)c2cccc(NC(=O)NC3CCCCC3)c2O[C@@H]1CN(C)C(=O)Nc1ccccc1
    25.9, 5.4
C[C@H]1CN([C@@H](C)CO)C(=O)c2cccc(NC(=O)Nc3ccc(C(F)(F)F)cc3)c2O[C@@H]1CN(C)C
    38.4, -11.9
CNC[C@@H]1Oc2ccc(NC(=O)CCC(F)(F)F)cc2C(=O)N([C@H](C)CO)C[C@H]1C
    3.3, 1.1
C[C@@H]1CCCCO[C@@H](CN(C)C)[C@@H](C)CN([C@H](C)CO)C(=O)c2cc(NS(=O)(=O)c3ccccc3)ccc2O1
    -2.9, 9.0
Cc1noc(C)c1NC(=O)Nc1ccc2c(c1)C(=O)N([C@H](C)CO)C[C@H](C)[C@H](CN(C)C(=O)CCCN(C)C)OCCCC[C@@H](C)O2
    -10.0, 3.8
C[C@H]1CN([C@@H](C)CO)C(=O)c2cc(NC(=O)CCC(F)(F)F)ccc2O[C@@H]1CN(C)Cc1ccccc1
    -11.6, -7.9
Cc1cc(C(=O)Nc2cccc3c2O[C@H](CN(C)C(=O)Nc2ccc4c(c2)OCO4)[C@H](C)CN([C@@H](C)CO)C3=O)n(C)n1
    12.9, 16.7
COc1ccc(S(=O)(=O)Nc2cccc3c2O[C@@H](CN(C)Cc2ccc(Cl)c(Cl)c2)[C@@H](C)CN([C@H](C)CO)C3=O)cc1
    -11.7, -20.3
COc1ccc(NC(=O)N(C)C[C@H]2Oc3ccc(NS(=O)(=O)c4cn(C)cn4)cc3CC(=O)N([C@H](C)CO)C[C@H]2C)cc1
    -12.1, 12.8
C[C@@H]1CN([C@H](C)CO)C(=O)c2cc(NS(=O)(=O)c3ccc(F)cc3)ccc2O[C@H]1CN(C)S(=O)(=O)c1cccs1
    -3.2, -3.9
Cc1ccc(S(=O)(=O)N(C)C[C@H]2Oc3ccc(NC(=O)Nc4ccc(C(F)(F)F)cc4)cc3C(=O)N([C@@H](C)CO)C[C@@H]2C)cc1
    -3.5, 2.5
C[C@H](CO)N1C[C@H](C)[C@@H](CN(C)Cc2ccc(Oc3ccccc3)cc2)Oc2ccc(NC(=O)Cn3cnnn3)cc2C1=O
    -26.0, -12.1
C[C@H](CO)N1C[C@H](C)[C@@H](CN(C)S(=O)(=O)c2ccc(Cl)cc2)Oc2ccc(NC(=O)CCCCCC(=O)Nc3ccccc3N)cc2C1=O
    -21.8, 0.0
C[C@H](CO)N1C[C@H](C)[C@@H](CN(C)CC2CC2)Oc2c(NC(=O)Nc3ccc(C(F)(F)F)cc3)cccc2C1=O
    59.2, -23.6
C[C@@H]1CCCCO[C@@H](CN(C)Cc2ccc(C(F)(F)F)cc2)[C@@H](C)CN([C@H](C)CO)C(=O)c2cc(NS(=O)(=O)c3cn(C)cn3)ccc2O1
    -4.2, 1.9
C[C@H]1CN([C@@H](C)CO)C(=O)Cc2cc(NS(=O)(=O)c3ccc(Cl)cc3)ccc2O[C@@H]1CN(C)Cc1ccc(-c2ccccc2)cc1
    61.5*, 2.6
C[C@H]1CN([C@@H](C)CO)C(=O)c2cccc(NC(=O)c3cnccn3)c2O[C@H]1CN(C)C(=O)Nc1ccc2c(c1)OCO2
    -22.5, 5.9
COc1ccc(S(=O)(=O)N(C)C[C@H]2Oc3ccc(NC(=O)Nc4c(C)noc4C)cc3C(=O)N([C@H](C)CO)C[C@H]2C)cc1
    -9.0, 9.1
Cc1noc(C)c1NC(=O)N(C)C[C@@H]1Oc2ccc(NC(=O)CCCCCC(=O)Nc3ccccc3N)cc2CC(=O)N([C@H](C)CO)C[C@H]1C
    -38.3, -7.2
C[C@@H]1CN([C@H](C)CO)C(=O)Cc2cc(N(C)C)ccc2O[C@@H]1CN(C)S(C)(=O)=O
    -18.0, 7.8
C[C@H](CO)N1C[C@H](C)[C@H](CN(C)Cc2ccc(C(F)(F)F)cc2)Oc2c(NC(=O)Nc3cccc4ccccc34)cccc2C1=O
    48.1, -38.1
CC(C)NC(=O)N(C)C[C@@H]1Oc2ncc(C#Cc3ccc(F)cc3)cc2C(=O)N([C@H](C)CO)C[C@@H]1C
    10.2, -4.7
C[C@H]1CN([C@@H](C)CO)C(=O)c2cc(NS(C)(=O)=O)ccc2O[C@@H]1CN(C)CC1CC1
    -2.3, -5.9
C[C@H](CO)N1C[C@H](C)[C@@H](CN(C)S(=O)(=O)c2cccs2)Oc2c(NC(=O)Nc3cccc4ccccc34)cccc2C1=O
    1.9, 2.4
C[C@H]1CN([C@@H](C)CO)C(=O)Cc2cc(NS(=O)(=O)c3ccc(Cl)cc3)ccc2O[C@@H]1CN(C)S(=O)(=O)c1ccc(F)cc1
    8.4, 3.9
COC(=O)CCCCCCC(=O)N/N=C/c1nc[nH]c1C
    -8.8, 11.4
C[C@H]1CN([C@@H](C)CO)C(=O)c2cc(NC(=O)C3CC3)ccc2O[C@H]1CN(C)C(=O)Nc1ccc(F)cc1
    2.3, 6.0
CC(C)NC(=O)N(C)C[C@@H]1Oc2c(NC(=O)Nc3ccccc3)cccc2C(=O)N([C@H](C)CO)C[C@H]1C
    -16.7, 0.4
C[C@@H]1CCCCO[C@@H](CN(C)CC2CC2)[C@@H](C)CN([C@H](C)CO)C(=O)c2cc(N(C)C)ccc2O1
    -16.3, 4.6

Full records, looked up by structure:
C=C(C)[C@@H]1CC=C(/C=N/NC(=O)c2ccc(C(=O)NO)cc2)CC1 is listed with T cruzi intra: -5.8; INS-1E ATP HTS: 17.3
COc1ccc(S(=O)(=O)Nc2ccc3c(c2)C(=O)N([C@H](C)CO)C[C@H](C)[C@@H](CN(C)C(=O)Nc2ccccc2)O3)cc1 is listed with T cruzi intra: 4.2; INS-1E ATP HTS: 5.7

Screening results: PubChem, Broad Institute
